FLuc modulator – qHTS profiling assay for firefly luciferase inhibitor/activator using purifed enzyme and Km concentrations of substrates (counterscreen for miR-21 project). Potency, µM (highest dose often 57.5 µM), without a hit: top-dose activity change, negative = inhibition, most hits filed as inhibitors. Luciferin 4-monooxygenase (Photinus pyralis), P08659. purified FLuc, Km substrates, luminescence inhibition. 6.9% of 360,000 active; active means well fitted inhibition curve with a large enough effect; inconclusive means small, poorly fitted or top-dose-only effect;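 further: plate controls were vehicle for no effect and reference inhibitor for full effect; nearly all actives have a fitted effect of over 55% in size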
Target sequence (P08659 whole entry, looked up): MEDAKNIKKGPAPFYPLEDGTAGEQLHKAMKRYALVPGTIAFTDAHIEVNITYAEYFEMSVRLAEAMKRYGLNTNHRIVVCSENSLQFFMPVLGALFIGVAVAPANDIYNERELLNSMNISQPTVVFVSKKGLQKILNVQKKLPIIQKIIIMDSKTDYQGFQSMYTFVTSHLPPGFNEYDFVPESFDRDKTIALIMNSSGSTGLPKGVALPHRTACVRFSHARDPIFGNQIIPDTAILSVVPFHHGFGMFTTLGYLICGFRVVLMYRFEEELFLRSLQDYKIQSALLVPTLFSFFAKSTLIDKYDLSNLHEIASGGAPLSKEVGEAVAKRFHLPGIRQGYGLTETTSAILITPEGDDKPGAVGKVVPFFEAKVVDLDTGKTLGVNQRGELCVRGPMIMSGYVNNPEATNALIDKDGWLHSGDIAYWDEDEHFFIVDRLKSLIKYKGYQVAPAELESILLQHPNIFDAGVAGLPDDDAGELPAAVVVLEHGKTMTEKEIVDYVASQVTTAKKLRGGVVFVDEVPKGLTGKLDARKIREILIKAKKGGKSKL
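Purified P. pyralis luciferase (10nM final) with 10uM D-luciferin and 10uM ATP (Km levels) in 50mM Tris acetate pH 7.5, 10mM Mg acetate, 0.01% Tween-20, 0.05% BSA; qHTS 6-point titration, ~60 µM downward; luminescence read.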
* hit, by the source's call; ? = inconclusive. Potency means the concentration at half of the fitted maximal effect. Not all compounds are listed, so the mix of outcomes need not match the whole.

Start of the data: the first five entries (preview)
Molecule	FLuc modulator
COc1cc(OC)c(NC(=O)c2cnc(N3CCCC3)nc2C)cc1Cl	3%
COc1cc(C2c3c(oc4ccccc4c3=O)C(=O)N2Cc2ccccc2Cl)ccc1O (stereo not drawn)	-2%
CCC(C)NS(=O)(=O)c1ccc(N2CCCCS2(=O)=O)cc1 (stereo not drawn)	-2%
COc1ccc(Cl)cc1NC(=O)C(C)n1nnc2sc3c(c2c1=O)CCCC3 (stereo not drawn)	0%
Cc1ccc(-c2nc(CS(=O)CC(=O)O)c(C)o2)cc1 (stereo not drawn)	1%

Main list, from the start:
Molecule	FLuc modulator
COc1cc(OC)c(NC(=O)c2cnc(N3CCCC3)nc2C)cc1Cl	3%
COc1cc(C2c3c(oc4ccccc4c3=O)C(=O)N2Cc2ccccc2Cl)ccc1O (stereo not drawn)	-2%
CCC(C)NS(=O)(=O)c1ccc(N2CCCCS2(=O)=O)cc1 (stereo not drawn)	-2%
COc1ccc(Cl)cc1NC(=O)C(C)n1nnc2sc3c(c2c1=O)CCCC3 (stereo not drawn)	0%
Cc1ccc(-c2nc(CS(=O)CC(=O)O)c(C)o2)cc1 (stereo not drawn)	1%
COc1ccc(OC)c(NC(=O)CS(=O)(=O)Cc2nc(-c3ccc(C)cc3)oc2C)c1	-13%
CC(C)(C)C(=O)NC1(C(F)(F)F)C(=O)Nc2c1c(=O)[nH]c(=O)n2-c1ccccc1 (stereo not drawn)	2%
COc1ccc(OC)c(C(=O)CC2(O)C(=O)N(Cc3ccccc3C)c3ccccc32)c1 (stereo not drawn)	-2%
COc1ccccc1N1CCN(S(=O)(=O)CCNC(=O)C(c2ccccc2)c2ccccc2)CC1	-3%
COc1cccc(NC(=O)CSc2nnc(COc3ccc(Cl)cc3)o2)c1	0%
Cc1c(Cl)cccc1NC(=O)c1cc(-c2ccc3c(c2)OCO3)on1	-1%
COc1ccccc1-c1nc(SCC(=O)c2ccccc2)n[nH]1	2%

(continued)
Molecule	FLuc modulator
CCOC(=O)c1c(NC(C)=O)c2c3c(sc2n1Cc1nc(-c2ccccc2Cl)oc1C)CCCC3	-7%
CC(=O)Nc1ccc(S(=O)(=O)Nc2cccc(-c3ccc(N4CCCCCC4)nn3)c2)cc1	4.8µM*
O=C1CN(C(=O)c2ccc(S(=O)(=O)N3CCCCC3)cc2)C(c2ccc(F)cc2)c2cc(Br)ccc2N1 (stereo not drawn)	-5%
O=C(CSc1ccccc1)NCc1ccc2c(c1)CCN2C(=O)c1ccc(F)cc1	?
COc1cccc2sc(NC(=O)c3ccc4c(c3)OCCO4)nc12	0.95µM*
Cc1cccc(-n2c(SCc3nc(-c4ccccc4C)no3)nnc2-c2ccccc2)c1	0%
COc1ccc(-c2onc(C)c2C)cc1S(=O)(=O)NCCc1ccccc1	-11%
COc1ccc(NC(=O)CC2C(=O)N(c3ccccc3)C(=O)N2CCC2=CCCCC2)cc1 (stereo not drawn)	-18%
CCCS(=O)(=O)c1nc(S(=O)(=O)c2ccc(C)cc2)c(N(C)Cc2ccccc2)s1	-2%
CCOC(=O)c1c(-c2ccc(C)cc2)csc1NC(=O)c1cc(=O)c2cc(C)ccc2o1	?
CCc1ccc(S(=O)(=O)c2nnn3c2nc(N2CCN(c4ccccc4)CC2)c2cc(Cl)ccc23)cc1	4%
COc1ccc(NC(=O)C(=O)NCC2(c3ccc(OC)c(OC)c3)CCCC2)cc1	-1%

Following part:
Molecule	FLuc modulator
Cc1ccc(NCc2cccn2-c2nnc(N3CCC(C(=O)NCCc4ccc(Cl)cc4)CC3)s2)cc1	3%
N#Cc1ccc(NC(=O)c2cc(-c3cccc(Cl)c3)on2)cc1	-4%
Cc1ccc(CNC(=O)c2cn(C)c3ccc(S(=O)(=O)N(C)C4CCCCC4)cc3c2=O)cc1	-11%
CCCn1c(SCc2nc(-c3ccccc3C)no2)nnc1-c1ccc(Cl)cc1	-3%
CC(=O)c1cccc(NC(=O)CCn2nc(C)c(S(=O)(=O)N(C)C)c2C)c1	2%
Cc1nnc(N2CCC(C(=O)N3CCCCC3)CC2)c2nn(-c3ccccc3)c(C)c12	-7%
CCCCc1nn2c(=O)cc(COC(=O)c3ccccc3NC(=O)C(C)(C)C)nc2s1	-3%
CCCCc1nnc(SCc2cc(=O)c3cc(F)ccc3[nH]2)n1C	0%
CCOC(=O)C1CCN(C(=O)c2cc3ccc4ccc(C)[nH]c4c3n2)CC1	-19%
Cc1cc(C)c(NC(=O)CCn2c(=O)c3cccn3c3ccccc32)c(C)c1	?
Cc1ccc2nc(Nc3cccc(C(F)(F)F)c3)c3nnnn3c2c1	4%
Cc1ccc2nc(CSc3nnc(NC(=O)CC(C)C)s3)cc(=O)n2c1	4%

(more compounds)
Molecule	FLuc modulator
Cc1ccc(C)c(-n2c(N)c(C#N)c3nc4ccccc4nc32)c1	-3%
CCOC(=O)c1ccccc1NC(=O)c1sc2ncn(CC)c(=O)c2c1C	-1%
COc1ccc(-c2cn3c(n2)sc2cc(C(=O)NCCC4=CCCCC4)ccc23)cc1	-3%
CCC1CN(C(=O)N2CCC(C(=O)N3CCN(c4ccc(F)cc4)CC3)CC2)c2ccccc2O1 (stereo not drawn)	4%
O=C(Cn1cc(SCc2ccc(F)cc2)c2ccccc21)N1CCCC1	?
CCC(=O)N1CCc2cc(Br)cc(S(=O)(=O)N3CCC(C(=O)Nc4cccc(C)c4)CC3)c21	-10%
CCOC(=O)c1ccccc1NS(=O)(=O)c1c(-c2ccc(C)cc2)csc1C(=O)OC	0%
Cc1ccc(C(=O)NCC(c2ccco2)S(=O)(=O)c2cccs2)cc1C (stereo not drawn)	-12%
O=C(CCC1N=C2c3ccccc3N=C(SCc3cccc(Cl)c3)N2C1=O)N1CCN(c2ccccc2)CC1 (stereo not drawn)	3%
Cc1ccc(C)c(NC(=O)Cn2cc(C(=O)c3ccncc3)c(=O)c3cc(F)ccc32)c1	-1%
O=C(c1cccn1-c1nnc(N2CCCCC2)s1)N1CCN(c2ccc(Cl)cc2)CC1	-4%
COc1cc(OC)c(-c2cc(C(=O)NCc3ccc(F)cc3)c3c(-c4ccccc4)[nH]nc3n2)cc1OC	-4%

More results:
Molecule	FLuc modulator
Cc1ccccc1NC(=O)CSc1nnc(COc2ccc(Cl)cc2)o1	-12%
Cc1ccc2occ(CC(=O)Nc3c(C)cccc3C)c2c1	-7%
CC(=O)N1CCOc2cc(S(=O)(=O)NCc3ccccc3Cl)c(C)cc21	-10%
COc1ccc(-n2nc3ccc(NC(=O)c4cccc(OCCC(C)C)c4)cc3n2)cc1	1%
NC(=O)CSc1oc(-c2cccs2)nc1S(=O)(=O)c1ccc(Br)cc1	-2%
CC1=C(c2ccc(C)c(C)c2)S(=O)(=O)N=C1N1CCC(C(=O)NC(C)c2ccccc2)CC1 (stereo not drawn)	-9%
COc1ccccc1OCC(=O)Nc1nc(-c2ccc(Br)cc2)ns1	-17%
CCOc1ccccc1NC(=O)Cn1c(=O)oc2cc(S(=O)(=O)NCc3ccccc3)ccc21	-16%
COc1ccc(C2=C(C)C(=NCc3ccc(OC(C)C)cc3)NS2(=O)=O)cc1	1%
CCOC(=O)c1cc(-c2ccccc2)n(CC(=O)NC(C)c2ccccc2)c1C (stereo not drawn)	1%
COc1ccc(C)cc1NC(=O)C1CCN(S(=O)(=O)c2ccc3c(c2)CCCN3C(C)=O)CC1	-1%
Cc1ccc(S(=O)(=O)C(CNC(=O)c2ccc(F)c(F)c2)c2ccco2)cc1 (stereo not drawn)	-8%

(continued)
Molecule	FLuc modulator
CCOc1ccc(N2CC(NC(=O)Cc3ccccc3)CC2=O)cc1 (stereo not drawn)	0%
Cc1ccc(CN2C(=O)c3ccccc3CC2(C)C(=O)NC2CCCCC2)cc1 (stereo not drawn)	-10%
Cc1ccc(CNC(=O)CCCc2nnc3n(CC(C)C)c(=O)c4sccc4n23)cc1	0%
CCc1ccc(NC(=O)Cn2cnc3sc(C)c(S(=O)(=O)N4CCC(C)CC4)c3c2=O)cc1	-1%
N#Cc1ccccc1NC(=O)CSc1ncn[nH]1	1%
COc1cccc(OC)c1C(=O)Nc1cccc(-c2cn3ccsc3n2)c1	24µM*
COc1ccc([N+](=O)[O-])cc1NC(c1nnc(-c2ccccc2)o1)c1ccccc1F (stereo not drawn)	0%
CCn1c(C(=O)NCc2ccccc2)cc2sc(Cl)cc21	?
COc1ccc(OC)c(CCNc2nc3ccccc3c3nc(-c4cccnc4)nn23)c1	-4%
Cc1ccc2c(c1)nc(SCC(O)c1ccc(Br)cc1)n2C (stereo not drawn)	-15%
O=S(=O)(c1ccccc1)c1nnn2c1nc(NC1CCCCC1)c1sccc12	-5%
CCOc1ccc(NC(=O)CSC2=Nc3ccccc3C3=NC(Cc4ccccc4)C(=O)N23)cc1 (stereo not drawn)	-12%

Cn1ccc2cc(S(=O)(=O)N3CCCC(C(=O)NCc4ccccc4F)C3)ccc21 (stereo not drawn)
  FLuc modulator = -5%

COC(=O)c1sc2cccc(F)c2c1S(=O)(=O)N1CCN(c2ccc(C)cc2C)CC1
  FLuc modulator = 3%

COc1ccccc1-c1nnc(SCC(N)=O)o1
  FLuc modulator = -3%

CC(C)CCNC(=O)Cn1nc(N2CCN(c3ccccc3)CC2)ccc1=O
  FLuc modulator = 2%

CCCn1c2ccccc2c2cnn(CC(=O)NCCc3ccc(C)cc3)c(=O)c21
  FLuc modulator = -14%

CCOc1ccc(CNC(=O)c2ccc3c(c2)sc2nc(-c4ccccc4)cn23)cc1
  FLuc modulator = -3%

O=C(NCc1ccc2c(c1)CCN2C(=O)c1ccncc1)c1ccccc1Br
  FLuc modulator = 6%

CCc1cc(C(=O)NCc2ccccc2)no1
  FLuc modulator = -17%

CCc1ccc(NC(=O)Cn2ccn(Cc3ccccc3OC)c(=O)c2=O)cc1
  FLuc modulator = -4%

COc1ccc(C)cc1NC(=O)C1CCN(S(=O)(=O)c2ccc3[nH]c(=O)oc3c2)CC1
  FLuc modulator = -15%

Cc1ccc(CCNC(=O)c2ccc(CS(=O)(=O)Cc3cccc(C)c3)o2)cc1
  FLuc modulator = ?

CC(=O)N1c2ccccc2CC1C(=O)N1CCN(c2cccc(C)c2C)CC1 (stereo not drawn)
  FLuc modulator = 4%

CCC(Sc1nc2ccccc2c2nc(CCn3c(C)nc4ccccc43)nn12)C(=O)Nc1ccc(F)cc1 (stereo not drawn)
  FLuc modulator = 0%

Cc1ccc(NC(=O)CSc2ncc(-c3ccccc3)[nH]2)cc1
  FLuc modulator = ?

Cc1ccc(S(=O)(=O)C(CNC(=O)C(=O)NCCc2ccccc2)c2ccco2)cc1 (stereo not drawn)
  FLuc modulator = -6%

CCN(CCN(C)C)C(=O)Cn1ncc2c([nH]c3ccc(C)cc32)c1=O
  FLuc modulator = -2%

Cc1ccccc1Cn1nnc2c(=O)[nH]c(C3CCN(C(=O)c4ccccc4)CC3)nc21
  FLuc modulator = 0%

COc1ccc(Cn2c(CNS(=O)(=O)c3ccc(C)c(C)c3)nc3cccnc32)cc1
  FLuc modulator = -12%

CCOC(=O)c1cnc2ccc(OCC)cc2c1NCCc1ccc(OC)c(OC)c1
  FLuc modulator = -9%

COc1ccc(OC)c(CCNC(=O)CCCn2c(=O)c3cccn3c3cccnc32)c1
  FLuc modulator = 0%

O=S(=O)(Nc1ccccc1C(F)(F)F)c1ccc(N2CCCCS2(=O)=O)cc1
  FLuc modulator = -18%

Cc1cc(C(=O)NCc2ccccc2C)c2c(C)nn(-c3cccc(F)c3)c2n1
  FLuc modulator = 4%

CC1CCCCN1S(=O)(=O)c1cc2c3c(c1)CC(=O)N3CCC2 (stereo not drawn)
  FLuc modulator = 5%

Cc1ccc(CCNC(=O)c2ccc3c(c2)N(Cc2ccc(F)cc2)CCS3)cc1
  FLuc modulator = -12%

Clc1ccc(Nc2c(-c3ccccc3Cl)nc3ccc(Cl)cn23)cc1
  FLuc modulator = -4%

COc1ccc(NC(=O)c2nc(-c3ccc(C)cc3)n3c2CCCCC3)cc1
  FLuc modulator = -10%

Cc1cccn2c(=O)c(C(=O)NC(C)c3ccccc3)c(O)nc12 (stereo not drawn)
  FLuc modulator = -2%

CN1C(=O)c2ccccc2Sc2ccc(NC(=O)NCc3ccccc3Br)cc21
  FLuc modulator = 4%

COc1cccc(C2=CC(c3ccc(OC)c(OC)c3OC)n3ncnc3N2)c1 (stereo not drawn)
  FLuc modulator = -4%

O=C(C1COc2ccccc2O1)N(Cc1cccnc1)c1nc2c(F)cc(F)cc2s1 (stereo not drawn)
  FLuc modulator = -10%

Quoted at random: three compounds from above.
COc1cccc(C2=CC(c3ccc(OC)c(OC)c3OC)n3ncnc3N2)c1 (stereo not drawn)
  FLuc modulator = -4%

Cc1ccccc1Cn1nnc2c(=O)[nH]c(C3CCN(C(=O)c4ccccc4)CC3)nc21
  FLuc modulator = 0%

CN1C(=O)c2ccccc2Sc2ccc(NC(=O)NCc3ccccc3Br)cc21
  FLuc modulator = 4%

New compounds follow.
CC1CCN(C(=O)Cn2cc(SCc3ccccc3)c3ccccc32)CC1
  FLuc modulator = -11%

N#C/C(=C\c1cccc(F)c1)c1nc(-c2cc3c(ccc4ccccc43)oc2=O)cs1
  FLuc modulator = -2%

CC(=O)Nc1ccc(S(=O)(=O)N2CCC(n3c(C)nc4cccnc43)CC2)cc1
  FLuc modulator = -7%

CCOc1ccc(NC(=O)CSc2nnc3c(C)cc4ccccc4n23)cc1
  FLuc modulator = 0%

COc1ccc(C2(Nc3cccc(F)c3)C(=O)c3ccccc3C2=O)cc1
  FLuc modulator = 2%

Cc1ccc(S(=O)(=O)c2nnn3c2nc(N2CCN(c4ccccc4F)CC2)c2ccccc23)cc1C
  FLuc modulator = -1%

CCOC(=O)c1c(C)n(-c2ccccc2)c2ccc(OC(=O)c3cccc(C)c3)cc12
  FLuc modulator = -8%

Cc1ccccc1NC(=O)CSc1nc(-c2ccc(F)cc2)c2cccc(C)c2n1
  FLuc modulator = -7%

Assay outcomes from PubChem.
